uPA generation: inhibitors of cell surface uPA generation; cell surface uPA generation assay, qHTS; Potency, µM (highest dose often 38.3 µM), for inactives: at the highest dose activity change, negative = inhibition, usual class: inhibitors; hit rate 0.31% among 330,000; active = well fitted inhibition curve with a large enough effect; inconclusive = small, poorly fitted or top-dose-only effect; inactive = no such curve, though single readings can be large or run the other way; tested in mouse RAW 264.7 cells; note: potency is the fitted concentration of half-maximal effect; % is set by controls: 0 for no effect and ±100 for the full control effect; nearly all actives have a fitted effect of over 55% in size
TSHR antag: antagonists of human thyroid stimulating hormone receptor; P16473; TSHR-expressing cells, TSH-stimulated cAMP HTRF, 2 h; hits give low values; activity change, negative = inhibition, % at 11.5 µM; hit rate 0.2% among 330,000;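 active = activity change below a set negative limit, meaning inhibition stronger than a set level, cut at about -70% in these data; inconclusive = activity change between two set negative limits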; note: % is set by controls: 0 for no effect and ±100 for the full control effect
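Competitive HTRF cAMP read-out (cryptate anti-cAMP antibody, cAMP-d2; 30 min, room temperature) in freshly harvested TSHR cells. Compounds added before TSH at EC80 (4nM final), followed by 2 hours' incubation at 37 deg C.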
USP2a block: blocks human ubiquitin-specific protease USP2a | Potency, µM (highest dose often 38.3 µM), for the others: at the highest dose activity change, negative = inhibition, usual class: inhibitors | hit rate 0.01% among 330,000 | O75604 | USP2 core, Ub-CHOP2 coupled fluorogenic reporter, 485/531;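 note: potency is the fitted concentration of half-maximal effect; plate controls were DMSO wells for no effect and full inhibition by NEM control for full effect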
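Cell-free coupled assay: 10nM USP2 core preincubated 30min RT with compound in Tris-HCl pH 8.0/CaCl2/CHAPS buffer, then 25nM Ub-CHOP2 and 25nM reporter substrate; fluorescence (Ex 485/Em 531) read after 60min RT, normalized to NEM inhibition, concentration-response curves fitted.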
BCR signal inh: chronic active BCR signaling inhibition | ABC-DLBCL IkBa-CBG/CBR reporter, luminescence ratio, 4 h | Potency, µM (highest dose often 46.1 µM), inactives show at the highest dose ratio change, negative = lower green/red ratio, actives largely listed as inhibitors | hit rate 0.05% among 340,000 | AID 493014; active = well fitted inhibition curve with a large enough effect in the signal ratio, with a control signal flat, not every such curve was filed as active; inconclusive = small, poorly fitted or top-dose-only effect, or effect the other way, or a change in a side signal; the % refers to the signal ratio;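 note: potency is the fitted concentration of half-maximal effect; plate controls were basal doxycycline-induced cells for no effect and cells given 10 µM MG132 for full effect; MG132 reads +100%, hits lower the ratio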
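TMD8 human ABC-DLBCL cells with doxycycline-inducible IκBα–green luciferase fusion and unfused red luciferase, in 0.5% FBS medium; compounds up to 46 uM, 4 h at 37C. Green/red luminescence ratio, filter-overlap corrected, fitted to concentration-response curves.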
TSG101-PTAP inh: blocks PTAP/TSG101 interaction to inhibit HIV-1 budding; Q99816; Fluorescence polarization, FITC-PTAP peptide / Tsg101 binding; Potency, µM (doses to about 115 µM), inactives show top-dose activity change, negative = inhibition, hits mostly inhibitors; 340,000 tested, under 10 active; AID 493005; active = well fitted inhibition curve with a large enough effect in the main read-out, with a control signal flat, not every such curve was filed as active; inconclusive = small, poorly fitted or top-dose-only effect, or effect the other way, or a change in a side signal; inactive = no such curve, though single readings can be large or run the other way; note: potency is the fitted concentration of half-maximal effect; % of control where 0% means no effect
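FP read-out: FITC-PTAP peptide, 50 nM final, binding Tsg101 binding domain, 10 uM final; 20 min, r.t.; 10 mM HEPES pH 7.5, 0.15 M NaCl, 0.01% Tween 20, 3 mM EDTA, 0.1 mM TCEP.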
Mito fusion act: blocks mitochondrial division or promotes mitochondrial fusion; Potency, µM (top dose mostly 46.1 µM), for the others: at the highest dose growth rescue (activation), hits mostly activators; AID 485298; S. cerevisiae fusion-defective mutant growth rescue, CellTiterGlo 48 h; hit rate 0.23% among 320,000;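 note: potency is the fitted concentration of half-maximal effect; % of control where 0% means no effect; nearly all actives have a fitted effect of over 45% in size; temperature-sensitive fusion mutants such as fzo1-1 at 37 °C on non-fermentable ethanol glycerol medium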
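Growth-rescue viability read-out: after 48 h at the non-permissive 37C in glycerol/ethanol YPEG, yeast mitochondrial fusion mutants are measured by CellTiterGlo luminescence; compounds (23 nl pinned per well) restoring growth score as division inhibitors or fusion activators.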
TCR act: activates T cell receptor signaling; primary human leukocytes, anti-CD3, IL-2 HTRF, 48 h; Potency, µM (highest dose often 9.22 µM), for inactives: at the highest dose activation of IL-2 secretion, most hits filed as activators; 330,000 tested, under 10 active; note: % of control where 0% means no effect
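1) Mix primary human leukocytes, a-CD3 beads and compound. 2) Incubate 48 hr. 3) Add HTRF IL-2 reagents (a-IL-2-K, a-IL-2-d2).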
ELG1 DNA repair: inhibitors of ELG1-dependent DNA repair in HEK293T cells; HEK293T ELG1-luciferase reporter, luminescence, 16 h; DNA damage induced by 5-fluorouridine; hit rate 2.3% among 330,000; Potency, µM (top dose mostly 46.1 µM), for the others: at the highest dose activity change, negative = inhibition, usual class: inhibitors; note: potency is the fitted concentration of half-maximal effect; % is set by controls: 0 for no effect and ±100 for the full control effect; nearly all actives have a fitted effect of over 55% in size
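Cells (2,000 per well) received 5-fluorouridine plus test compound or DMSO and were incubated 16 hr at 37 °C, 5% CO2. Luciferase activity was read by luminescence 30 min after ONE-Glo addition; signal suppression marked inhibition of damage-induced ELG1 function.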
Tb PFK inh: inhibitors of T. brucei phosphofructokinase; hit rate 0.17% among 330,000; O15648; T. brucei PFK, ADP-Glo luminescence; Potency, µM (doses to about 57.5 µM), without a hit: at the highest dose activity, negative = inhibition, actives largely listed as inhibitors;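 note: potency is the fitted concentration of half-maximal effect; 0% = uninhibited 1x PFK enzyme wells and -100% = no-enzyme wells; nearly all actives have a fitted effect of over 60% in size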
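Luminescent ADP detection (ADP-Glo, two-step: ATP depletion then ADP-to-ATP conversion for luciferase) reported PFK activity after 45 min room-temperature reaction of 1.25 nM enzyme with 0.5 mM F6P and 0.1 mM ATP at pH 8.0.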
Eya2 phos inh: blocks the phosphatase activity of human Eya2. recombinant Eya2, OMFP fluorescence dephosphorylation (OMFP is methylfluorescein phosphate). Potency, µM (doses to about 76.9 µM), without a hit: top-dose activity, negative = inhibition, usual class: inhibitors. hit rate 0.006% among 330,000. AID 488837; note: potency is the fitted concentration of half-maximal effect; % is set by controls: 0 for no effect and ±100 for the full control effect
Target sequence (O00167 whole entry, looked up): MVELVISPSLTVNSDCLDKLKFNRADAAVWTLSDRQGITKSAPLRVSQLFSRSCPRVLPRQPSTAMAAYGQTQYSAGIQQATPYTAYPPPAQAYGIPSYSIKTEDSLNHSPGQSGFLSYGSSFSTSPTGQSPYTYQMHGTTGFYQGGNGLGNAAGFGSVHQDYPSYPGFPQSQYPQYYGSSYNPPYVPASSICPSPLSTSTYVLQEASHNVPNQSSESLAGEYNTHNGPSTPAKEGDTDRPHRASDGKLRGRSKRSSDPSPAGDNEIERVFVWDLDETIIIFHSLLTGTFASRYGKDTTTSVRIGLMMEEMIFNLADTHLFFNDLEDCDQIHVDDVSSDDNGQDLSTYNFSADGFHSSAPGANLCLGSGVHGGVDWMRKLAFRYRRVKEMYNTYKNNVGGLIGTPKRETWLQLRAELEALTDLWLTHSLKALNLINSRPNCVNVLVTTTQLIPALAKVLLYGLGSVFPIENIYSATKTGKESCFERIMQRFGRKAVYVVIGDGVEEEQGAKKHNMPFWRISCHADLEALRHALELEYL
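Eya2 protein (added as 0.2 uM solution) was preincubated with compound for 10 min at ambient temperature in 50 mM HEPES pH 7.5, 50 mM NaCl, 5 uM MgCl2, 0.05% BSA, 1 mM DTT. OMFP (added at 50 uM) then reacted 10 min; fluorescence read at 485/525 nm.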
B2AR arrestin: agonists driving beta-arrestin recruitment to human beta2-adrenergic receptor. P07550. Potency, µM (titrated, usually from 46.1 µM), without a hit: at the top dose activation, actives largely listed as activators. hit rate 0.02% among 330,000. beta-arrestin recruitment to beta2AR, cell-based reporter. AID 492947;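 note: potency is the fitted concentration of half-maximal effect; 0% = DMSO controls and full agonism = EC100 isoproterenol or metaproterenol; nearly all actives have a fitted effect of over 65% in size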
Target sequence (P07550 whole entry, looked up): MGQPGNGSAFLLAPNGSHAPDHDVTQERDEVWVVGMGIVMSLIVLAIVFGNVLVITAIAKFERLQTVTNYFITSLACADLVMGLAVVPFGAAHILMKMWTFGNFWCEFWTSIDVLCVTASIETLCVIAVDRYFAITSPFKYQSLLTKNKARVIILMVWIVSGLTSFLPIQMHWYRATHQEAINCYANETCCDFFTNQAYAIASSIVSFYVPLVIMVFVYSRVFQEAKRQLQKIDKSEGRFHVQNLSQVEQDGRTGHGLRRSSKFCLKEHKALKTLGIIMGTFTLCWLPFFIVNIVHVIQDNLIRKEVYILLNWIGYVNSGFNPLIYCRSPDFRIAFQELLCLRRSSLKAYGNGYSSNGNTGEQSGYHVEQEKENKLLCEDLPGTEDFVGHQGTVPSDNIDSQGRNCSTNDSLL
An asterisk follows results filed as active; ? = inconclusive; · = not tested or not shown; [ ] = remark or other dose. Unless noted, calls come from the whole dose curve; as a rule, active = well fitted curve in the direction sought with a large enough effect; inconclusive = small, poorly fitted or top-dose-only effect, or another doubt; inactive = no such curve, though single readings can be large; an effect the other way counts as inactive or inconclusive.

SMILES | uPA generation | TSHR antag | USP2a block | BCR signal inh | TSG101-PTAP inh | Mito fusion act | TCR act | ELG1 DNA repair | Tb PFK inh | Eya2 phos inh | B2AR arrestin
CC(C(=O)NC1CCCCC1)N1C(=O)C2C3C=CC(C3)C2C1=O (configuration not stated) | 4.1% | -6.1 | -0.4% | 0.1% | -2.1% | -2.5% | -4.5% | 23.3% | -1.9% | -8.8% | 0.7%
Cc1ccc(S(=O)(=O)c2cc3c(=O)n4ccccc4nc3n(Cc3ccco3)c2=N)cc1 | · | -14.4 | -0.5% | -0.6% | -6.7% | 8.1% | 5.3% | -10.0% | 15.3% | -16.8% | -0.4%
Cc1sc(NC(=O)C2CCCCC2C(=O)O)c(C(N)=O)c1-c1ccc(C(C)C)cc1 (configuration not stated) | -6.5% | -26.9 | 0.1% | ? | -2.3% | 2.2% | -2.6% | ? | 3.2% | 13.0% | 0.4%
CC1CCN(CCOc2ccc(Cl)c(Cl)c2)CC1 | -7.8% | 5.9 | 0.8% | ? | -4.2% | 2.4% | 7.4%[46.1 µM] | -2.6% | -3.7% | -2.4% | 1.5%
O=C(CCn1cnnn1)Nc1ccc(Cl)cc1Cl | -14.9% | -0.2 | 1.5% | 4.4% | -5.7% | 2.5% | -25.2% | 13.8% | 0.0% | -11.0% | -0.1%
O=C(CCCn1c(SCc2cccc(F)c2)nc2ccccc2c1=O)NCC1CCCO1 (configuration not stated) | -9.4% | -0.1 | 7.9% | ? | -1.9% | -5.7% | 0.2% | ? | 0.2% | -9.6% | 0.5%
CC(C)(C)c1[nH]nc2c1C(c1ccsc1)C(C#N)=C(N)O2 (configuration not stated) | ? | 9.5 | -0.8% | 17.0% | -1.7% | 1.9% | -1.6% | -8.5% | 3.3% | -4.3% | 0.1%
CCOC(=O)C1=C(C2=CCCCC2)c2ccc(OC)cc2N(S(=O)(=O)C(F)(F)F)C1C(=O)OCC (configuration not stated) | -15.5% | 33.9 | -0.1% | ? | 1.6% | · | -8.4%[46.1 µM] | -20.1% | 0.0% | -6.9% | 6.9%
CCCC(=O)Nc1nc(C)c(-c2csc(Nc3ccccc3C)n2)s1 | 17.1% | 11.4 | 0.0% | ? | -2.3% | 2.8% | 1.7% | ? | 0.8% | ? | 0.0%
C=CC[C@@H](CC(=O)N[C@@H](CO)Cc1ccccc1)C(=O)N[C@H](COC(=O)[C@H](CC=C)CC(=O)OC(C)(C)C)Cc1ccccc1 | -7.5% | 6.0 | -2.3% | 0.7% | · | · | 2.6% | 18.7% | -3.7% | 6.1% | -0.1%
COc1cc(/C=N/Nc2cccc3cccnc23)cc(OC)c1O | ? | -18.6 | -0.5% | ? | 2.4% | -7.2% | 0.2% | ? | -2.5% | 4.0% | -0.1%
O=C(NCCN1CCOCC1)c1ccc(Cl)c(S(=O)(=O)N2CCCCC2)c1 | -7.7% | 0.7 | -5.7% | -0.2% | · | 1.2% | 11.5% | -6.8% | 1.2% | -6.1% | 0.4%
CCCCn1c(SCC(=O)NCc2ccco2)nc2ccc(N3CCOCC3)cc2c1=O | · | 0.5 | 1.1% | ? | -4.4% | -2.1% | -3.9% | -28.3% | -4.6% | 10.3% | -0.2%
O=C(COC(=O)c1cncc(Br)c1)NCc1cccs1 | 9.8% | -12.5 | -1.8% | ? | -8.3% | · | · | -0.1% | -0.5% | 1.5% | -0.2%
O=C(c1cccc(S(=O)(=O)N2CCOCC2)c1)N(Cc1ccco1)Cc1cccs1 | ? | -13.4 | 2.4% | 0.0% | -1.1% | 2.8% | -3.7% | ? | 0.0% | 1.5% | -0.1%
C/C(N)=C(/C#N)C(=O)COC(=O)C1=NN(c2ccccc2)C(=O)CC1 | -10.8% | 9.2 | -1.3% | 4.5% | -1.0% | -6.8% | -3.3% | -0.3% | 0.4% | 11.8% | -0.4%
CCC1Oc2ccccc2N(CC(=O)NCCCN2CCN(Cc3ccccc3)CC2)C1=O (configuration not stated) | -5.5% | 11.0 | 1.4% | -1.1% | -2.5% | -2.8% | 1.0% | -12.1% | -0.9% | -4.4% | 0.0%
COC(=O)c1cc(C(=O)CSc2nc(C)cc(C)n2)ccc1O | 11.4% | 5.7 | -2.0% | -9.5% | -4.3% | 9.2% | -1.0% | -23.9% | -3.5% | 5.7% | 0.1%
CC(C)c1ccc(NS(=O)(=O)c2ccc3c(c2)oc(=O)n3C)cc1 | -3.1% | 0.2 | 3.4% | -1.3% | -0.8% | 23.5% | -3.1% | -18.8% | 1.1% | 6.0% | -1.2%
NS(=O)(=O)c1ccc(N/N=C/c2ccc(O)cc2O)c([N+](=O)[O-])c1 | -12.5% | 0.6 | 0.4% | 1.8% | -4.0% | -1.9% | 1.1% | ? | -0.9% | 4.1% | -0.2%
CCCCNC(=O)CSc1nnc(NC(C)=O)s1 | -3.8% | 3.6 | 0.2% | 3.5% | -2.8% | -3.7% | -6.7% | -5.1% | -2.7% | -2.3% | 0.0%
CCCCCOC(=O)Cn1c(SCC(=O)Nc2ccccc2)nc2c1c(=O)[nH]c(=O)n2C | -1.6% | -13.6 | 3.8% | 2.3% | -4.3% | 0.9% | -5.1% | -24.3% | 1.3% | 12.1% | -0.7%
COc1ccc2[nH]c(=O)c(CN(Cc3cccs3)Cc3nnnn3C(C)(C)C)cc2c1 | -5.0% | -8.3 | -0.6% | -4.4% | -13.1% | 1.5% | -5.1% | ? | 0.0% | -22.7% | -0.1%
COc1ccc(-n2nc([N+](=O)[O-])c(=NCCc3ccc(Cl)cc3)n2O)cc1 | -27.2% | -1.8 | 1.3% | -1.8% | -8.5% | 7.8% | 1.0% | 9.5% | 4.6% | 0.5% | 0.0%
Cc1onc(-c2ccccc2)c1C(=O)Nc1ccc(S(=O)(=O)N2CCCC2)cc1 | 0.5% | -1.6 | 1.5% | -0.5% | 1.3% | -3.1% | -4.4% | 11.5% | -0.3% | -13.5% | 0.1%
COc1ccc(-c2nnc(SCc3ncc(-c4ccccc4)o3)o2)cc1 | 2.2% | 3.8 | 1.5% | -3.2% | -0.8% | 10.0% | 1.7% | -13.7% | 6.7% | 2.4% | 0.1%
Cc1cc(/C([O-])=C(/C(=S)Nc2ccccc2)[n+]2ccccc2)c(C)n1-c1ccccc1 | 0.8% | 6.3 | -2.1% | ? | -3.5% | -1.4% | -0.1% | ? | 0.3% | -20.9% | 0.1%
O=C(O)c1ccc(CSCc2ccccc2F)o1 | -0.5% | -1.9 | -1.4% | ? | -3.4% | -0.7% | 7.5% | 0.9% | -1.8% | -6.9% | 3.4%
O=C(COC(=O)c1ccccc1Br)NC1CCCCCCC1 | -2.5% | -16.0 | -2.5% | -14.8% | -7.3% | · | -5.1% | 0.0% | 8.1% | ? | -0.5%
O=C(NC1=NC2CCCCC2N1)c1ccccc1 (configuration not stated) | -1.9% | 10.5 | 0.7% | ? | -4.2% | -0.9% | 1.5% | ? | 2.9% | 8.9% | 0.1%
CCC(C)(C)NC(=O)c1cc([N+](=O)[O-])ccc1N1CCOCC1 | 2.9% | -5.2 | 3.1% | 3.0% | -0.9% | -1.9% | -1.0%[46.1 µM] | 16.4% | 9.1% | -1.7% | -0.8%
COc1ccc(CNS(=O)(=O)c2ccc3c(c2)CCN3C(=O)C2CCC2)cc1 | 3.1% | -10.7 | 4.5% | -3.7% | -1.2% | -8.5% | 0.0% | 13.5% | 0.0% | 4.1% | 0.1%

Source: PubChem BioAssay
